BAZ2B inh: blocks human BAZ2B; Q9UIF8; AlphaScreen BAZ2B-H3K14Ac peptide displacement; Potency, µM (doses to about 114 µM), for inactives: at the top dose activity change, negative = inhibition, usual class: inhibitors; 360,000 tested, 4.4% active; also: potency is read from the fitted curve at half-maximal effect; % is scaled to controls: 0 for no effect and ±100 for the full control effect; nearly all actives have a fitted effect of over 60% in size
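BAZ2B (50 nM) with biotin-H3(5-23)K14Ac peptide (50 nM) in PBS pH 7.4, 0.01% Tween-20, preformed 30 min, then compound 30 min at room temperature; top concentration 110uM. AlphaScreen streptavidin donor/nickel chelate acceptor beads (10 ug/mL final), 20 min dark, signal read.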
ERG-DNA inh: inhibitors of human ERG Ets domain-DNA interaction. Potency, µM (top dose mostly 76.9 µM), without a hit: top-dose FP activity, negative = inhibition, hits mostly inhibitors. 370,000 tested, 0.028% active. fluorescence polarization, His-ERG Ets domain / labelled DNA; active = well fitted inhibition curve with a large enough effect in the polarisation, with a control signal flat; inconclusive = small, poorly fitted or top-dose-only effect, or effect the other way, or a change in a side signal; inactive = no such curve, though single readings can be large or run the other way; the % refers to the polarisation;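 also: polarization taken with two DNA probes labelled with fluorescein and Texas red; potency is read from the fitted curve at half-maximal effect; % of control where 0% means no effect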
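His-tagged ERG Ets domain (1 uM in the protein solution; 300mM KCl, 50mM Tris-HCl, 1mM EDTA, 1mM DTT, pH 7.5) received compound, then a probe mix of 5 nM fluorescein-DNA and 100nM Texas-615-DNA. Fluorescence polarization was read for both dyes.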
RGS4 inhibitor: blocks human RGS4-accelerated GTP hydrolysis; Transcreener GDP fluorescence polarization, RGS4-accelerated GTP hydrolysis; P49798; Potency, µM (series often up to 114 µM), for the others: top-dose activity change, negative = inhibition, most hits filed as inhibitors; 390,000 tested, 0.039% active; also: potency is read from the fitted curve at half-maximal effect; % is scaled to controls: 0 for no effect and ±100 for the full control effect; nearly all actives have a fitted effect of over 75% in size; some results filed as inactive show a strong effect at the top dose
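MLSMR compounds (23 nl, pin-transferred) preincubated 10 min at room temperature with a 500nM (2x) first reagent, then RGS4 at 900nM (2x) plus Transcreener GDP mix added; fluorescence polarization (620/688 nm) read before and after 90 min at 30 °C.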
G9a inh: blocks human histone lysine methyltransferase G9a. Q96KQ7. G9a H3K9 monomethylation, AlphaScreen, 2 h. Potency, µM (highest dose often 102 µM), inactives show at the top dose activity, negative = inhibition, actives largely listed as inhibitors. 350,000 tested, 8.8% active. AID 504332; also: potency is read from the fitted curve at half-maximal effect; % is scaled to controls: 0 for no effect and ±100 for the full control effect; nearly all actives have a fitted effect of over 75% in size
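AlphaScreen detection with an anti-monomethyl H3K9 antibody quantified product after a 2 h room-temperature reaction containing 500 nM biotinylated H3K9 peptide, 20 µM SAM and 20 nM enzyme, which had been preincubated 15 min with compound.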
JMJD2A Tudor inh: JMJD2A Tudor domain (human) inhibition | AID 504339 | Potency, µM (titrated, usually from 114 µM), without a hit: top-dose activity change, negative = inhibition, usual class: inhibitors | 390,000 tested, 4.4% active | AlphaScreen JMJD2A-Tudor / H3K4me3 peptide binding; also: potency is read from the fitted curve at half-maximal effect; % is scaled to controls: 0 for no effect and ±100 for the full control effect; nearly all actives have a fitted effect of over 50% in size
12-LOX inh: inhibitors of human 12S-lipoxygenase ALOX12; Potency, µM (titrated, usually from 108 µM), inactives show at the top dose activity change, negative = inhibition, actives largely listed as inhibitors; purified 12hLO, xylenol orange hydroperoxide absorbance; P18054; 580,000 tested, 1.1% active; also: potency is read from the fitted curve at half-maximal effect; % is scaled to controls: 0 for no effect and ±100 for the full control effect
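Purified human 12hLO (150 nM final) in 25 mM Hepes, 0.01% Triton X-100, pH 7.0 was preincubated 15 min at room temperature with compound. Then 40 uM arachidonic acid was added, 30 min. Hydroperoxide was read by Fe-XO absorbance ratio 573/405 nm.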
PI4K2A inh: inhibitors of human PI4K2A | Q9BTU6 | 420,000 tested, 0.13% active | activity change, negative = inhibition, % at 76.9 µM | AID 1346378 | purified PI4K2A, ADP-Glo luminescence, 1 h; active compounds read low; in the data active = activity change below about -50%; inconclusive = mostly about -30% to -49%;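 also: -100% = wells without enzyme as full effect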
Target sequence (Q9BTU6 whole entry, looked up): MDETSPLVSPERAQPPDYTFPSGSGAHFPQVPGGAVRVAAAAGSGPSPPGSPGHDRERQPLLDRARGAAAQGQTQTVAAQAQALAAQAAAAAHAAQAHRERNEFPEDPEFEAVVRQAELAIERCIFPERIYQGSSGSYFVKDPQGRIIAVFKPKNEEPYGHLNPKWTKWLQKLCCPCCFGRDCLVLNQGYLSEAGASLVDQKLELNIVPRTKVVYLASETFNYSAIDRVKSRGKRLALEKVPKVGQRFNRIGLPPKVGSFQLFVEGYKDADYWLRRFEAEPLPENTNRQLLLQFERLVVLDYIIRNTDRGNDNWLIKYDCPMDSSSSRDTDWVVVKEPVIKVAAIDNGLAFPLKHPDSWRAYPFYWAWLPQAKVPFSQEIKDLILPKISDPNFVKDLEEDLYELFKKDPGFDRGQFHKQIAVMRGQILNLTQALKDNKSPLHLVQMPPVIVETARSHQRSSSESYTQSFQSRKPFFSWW
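Compounds are screened against recombinant PI4K2A using PI as substrate and ATP, the latter dispensed at 300 microM. Reactions run one hour at ambient temperature before ADP-Glo detection; full inhibition defined by wells lacking enzyme.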
GLS inhibitor: blocks human kidney-isoform glutaminase activity; O94925; GLS enzymatic activity, qHTS titration; Potency, µM (highest dose often 45.5 µM), inactives show top-dose activity change, negative = inhibition, hits mostly inhibitors; 410,000 tested, 0.21% active; AID 624170; also: potency is read from the fitted curve at half-maximal effect; % is scaled to controls: 0 for no effect and ±100 for the full control effect
Target sequence (O94925 whole entry, looked up, canonical isoform): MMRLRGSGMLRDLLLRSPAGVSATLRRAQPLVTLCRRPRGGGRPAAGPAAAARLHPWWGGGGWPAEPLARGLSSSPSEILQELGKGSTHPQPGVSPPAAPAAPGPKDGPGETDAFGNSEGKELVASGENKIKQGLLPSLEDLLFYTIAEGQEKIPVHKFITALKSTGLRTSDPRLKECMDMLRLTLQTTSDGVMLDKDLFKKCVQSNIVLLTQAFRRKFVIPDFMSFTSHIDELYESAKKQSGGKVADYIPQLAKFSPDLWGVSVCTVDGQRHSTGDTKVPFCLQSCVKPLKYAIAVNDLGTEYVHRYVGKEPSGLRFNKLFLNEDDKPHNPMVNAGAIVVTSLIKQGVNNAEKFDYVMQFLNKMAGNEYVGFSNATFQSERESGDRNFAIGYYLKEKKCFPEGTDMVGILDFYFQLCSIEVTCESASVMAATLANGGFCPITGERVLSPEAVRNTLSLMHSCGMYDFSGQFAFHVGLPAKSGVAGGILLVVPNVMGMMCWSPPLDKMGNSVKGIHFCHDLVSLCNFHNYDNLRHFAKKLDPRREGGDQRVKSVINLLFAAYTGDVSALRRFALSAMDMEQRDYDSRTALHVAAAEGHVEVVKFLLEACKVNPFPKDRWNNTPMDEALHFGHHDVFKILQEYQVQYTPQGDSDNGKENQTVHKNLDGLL
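Compounds were pin-transferred onto hKGA, after which L-glutamine (1 mM solution) and a detection mix of glutamate oxidase, HRP and Amplex Red were added. Initial and 30 min RT fluorescence reads were collected.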
HP1b binding inh: HP1-beta chromodomain-methylated histone interaction inhibition. Potency, µM (series often up to 114 µM), inactives show at the highest dose activity change, negative = inhibition, hits mostly inhibitors. P83916. AID 540317. 390,000 tested, 0.56% active. AlphaScreen HP1-beta / biotin-H3K9me3 peptide binding; also: potency is read from the fitted curve at half-maximal effect; nearly all actives have a fitted effect of over 70% in size; inactives centre near 23
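Compound inhibition of the preformed complex between 50 nM HP1-beta and 50 nM biotinylated H3K9me3 peptide was read by AlphaScreen. Buffer was PBS pH 7.4 with 0.01% Tween-20. Incubations ran 30 min at room temperature, with 10 ug/mL donor/acceptor beads.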
* marks the source's active call; other numbers are inactive results; u = inconclusive; x = not tested or not shown; [ ] = remark or other dose. Unless noted, calls follow the shape of the dose curve; as a rule, active = well fitted curve in the direction sought with a large enough effect; inconclusive = small, poorly fitted or top-dose-only effect, or another doubt; inactive = no such curve, though single readings can be large; an effect the other way counts as inactive or inconclusive.

SMILES	BAZ2B inh	ERG-DNA inh	RGS4 inhibitor	G9a inh	JMJD2A Tudor inh	12-LOX inh	PI4K2A inh	GLS inhibitor	HP1b binding inh
O=C(CNC(=O)c1ccccc1Cl)NC1CCN(Cc2ccccc2)CC1	2%	9%	22%	u	-9%	2%	-1	3%	-11%
CCN(CC)c1nc(-c2ccc(Cl)cc2)cc(C(F)(F)F)c1C#N	26%	-3%	-12%	112%[activator]	19%	6%	-7	-4%	81%[activator]
COc1ccc(C2(C)NC(=O)N(CC(=O)Nc3ccc(-c4nc5ccc(C)cc5s4)cc3)C2=O)cc1 (configuration not stated)	-41%	15%	15%	u	-4%	u	-1	14%	29%
COc1ccc(-c2csc(NC(=O)CN3C(=O)NC4(CCCC4)C3=O)n2)cc1	-5%	10%	5%	-28%	-3%	-17%	5	9%	15%
COc1ccc(C(=O)c2oc3ccccc3c2NC(=O)c2cc(=O)c3ccc(C)cc3o2)cc1Cl	u	4%	28%	-6%[59 µM]	-17%	-28%	4	8%	25%
COC(=O)c1ccc(CSc2nc3c([nH]c4ccccc43)c(=O)n2-c2ccc(Cl)cc2)o1	32%	2%	-37%	9%[59 µM]	-6%	-31%	-4	2%	50%[activator][57 µM]
CC(C)COC(=O)c1cc(=O)[nH]c2ccccc12	-3%	6%	-23%	4%[59 µM]	-3%	2%	5	1%	27%
Cc1cc(=O)n(-c2ccc(O)cc2)[nH]1	-7%	-14%	4%	-20%[59 µM]	-13%	-1%	u	-6%	33%
CCCn1c(O)c(N=NC(=O)CNC(=O)Cc2ccc(OC)cc2)c2ccccc21	-26%	-9%	16%[11.4 µM]	x	-3%	10%	5	0%	52%[activator]
Cc1cccc(-c2nc3c(s2)CCc2onc(-c4ccc(Br)cc4)c2-3)c1	-23%	9%	-5%	u	-27%	0%	2	-3%	12%
CC(C)(C)c1ccc(OCc2ccc(C(=O)N/N=C/c3ccc(O)c(O)c3)cc2)cc1	32µM*	8%	-18%	u	u	u	0	u	u
COc1cc(C)nc(N2CCC(C(N)=O)CC2)n1	2%	x	9%	1%	-11%	2%	-4	3%	15%
COC(=O)c1c(NC(=O)c2nc(SCc3ccccc3C)ncc2Cl)sc2c1CCCC2	24%	8%	-5%	30%[59 µM]	-25%	-8%	-2	-4%	64%[activator]
CN1CCN(C(=O)c2ccccc2NC(=O)c2sc3ccccc3c2Cl)CC1	-19%	-7%	-2%	-15%	-17%	0%	1	-3%	41%[activator]
O=C(NCCc1ccccc1)c1nc2ncccn2n1	8%	1%	19%	0%	-10%	13%	3	-2%	18%
COc1ccc(NC(=O)CCN2CCN(c3ccc(F)cc3)CC2)cc1	2%	14%	11%	22%	-24%	-15%	-5	14%	-9%
O=C(CN1C(=O)NC(Cc2c[nH]c3ccccc23)C1=O)Nc1ccc(F)cc1F (configuration not stated)	x	0%	25%	x	-12%	-8%	2	0%	2%
NC(=O)CN1C(=O)NC(c2ccccc2)(c2ccccc2)C1=O	-4%	0%	1%	-9%	-3%	-12%	-4	-13%	-7%
Cc1cc2c(n1-c1ccc(Br)cc1)CC(C)(C)CC2=O	u	-4%	54%	-69%	u	0%	-2	-9%	-9%
C[C@H]1CN([C@@H](C)CO)C(=O)c2cc(NC(=O)c3ccncc3)ccc2O[C@H]1CN(C)Cc1ccc(C(=O)O)cc1	x	-11%	-14%	x	-21%	6%	3	1%	53%[activator]
O=C(Nc1ccc(N2CCN(C(=O)c3ccccc3)CC2)cc1)c1cccnc1	1%	0%	26%	u	-4%	-17%	1	-15%	8%
Cc1nn(CC(=O)Nc2cccnc2)c(=O)c2ccccc12	-14%	1%	12%	2%	-3%	-4%	7	-2%	17%
CCCNC(=O)c1ccc(N2CCC3(CC2)CC(c2ccccc2)=NO3)c(N)c1	0%	-8%	13%	x	-9%	-2%	-3	9%	24%
CCN(CC)c1ccc(/C=N/O)cc1	-28%	19%	4%	u	-22%	0%	3	13%	18%
COc1ccc(-c2sc3cc(OC)c(OC)cc3c2C#CC(C)(C)O)cc1	u	-14%	-5%	13%[0.501 µM]	-26%	u	-7	1%	28%
Cc1cc(=O)[nH]c(SCCCOc2ccc3c(c2)CCC3)n1	0%	-8%	2%	u	-20%	0%	-1	-4%	32%
CCN(CC)S(=O)(=O)c1ccc(Cl)c(NC(=O)c2cc(Cl)ccc2Cl)c1	3%	-3%	-26%	11%	2%[57.1 µM]	-13%	0	1%	37%
Cc1nn(C)cc1-c1n[nH]c(=S)n1-c1ccc(F)cc1	-20%	-3%	1%	10µM*	5.6µM*	-17%	1	-11%	16%
CN(C)S(=O)(=O)c1ccc(C(=O)NC2CCCc3ccccc32)cc1 (configuration not stated)	-3%	-4%	-14%	65%[activator]	2%	0%	-6	-9%	23%
CC1(C)C(c2cccs2)=[N+]([O-])C2(CCCCC/C2=N\NC(N)=O)N1O (configuration not stated)	-6%	-4%	5%	9%	-3%	0%	-4	0%	9%
O=C(NCCCn1ccnc1)/C(=C\c1cccs1)NC(=O)c1ccccc1	-3%	-2%	9%	-4%	-18%	-13%	3	11%	15%
CCCCCCSc1ccc([C@@H]2[C@@H]3C(=O)N(CC)C(=O)[C@@H]3[C@]3(C(=O)OC)CCCCN23)cc1	x	-9%	-5%	x	6%	-30%	-52*	-2%	67%[activator]
O=C(NC1CCCc2c1cnn2-c1cc(F)cc(F)c1)c1ccncc1 (configuration not stated)	-27%	13%	-5%[56.9 µM]	-18%	-3%	-27%	1	-5%	73%[activator]
Cn1cccc1/C=C1\SC(=O)N(CC(=O)Nc2ccc(F)cc2)C1=O	2%	-1%	2%	x	u	u	-4	2%	-9%
S=c1[nH]cc(-c2ccccc2)n1-c1ccccc1	u	0%	u	0.89µM*	28µM*	u	5	u	-20%
COc1ccc(-c2nc3c4ccccc4n(CC(=O)Nc4ccc(C(C)=O)cc4)c(=O)n3n2)cc1	2%	2%	0%	0%[59 µM]	8.9µM*	-28%	6	-7%	35%
O=C(NC1CCCCC1)C(c1ccco1)N(C(=O)c1csnn1)c1cccc(F)c1 (configuration not stated)	1%	8%	-9%	14%	-1%	10%	5	-9%	-7%
O=C(COc1ccc(Cl)cc1)Nc1ccc(C(=O)OCc2cc(=O)n3ccsc3n2)cc1	-5%	-2%	u	u	-22%	-28%	1	-9%	-1%
COC(=O)c1ccc(NC(=O)CN2CCN(c3ccccc3)CC2)cc1	7%	-3%	9%	-3%	-22%	-20%	-4	15%	23%
COc1ccc(N2CCN(S(C)(=O)=O)CC2)cc1	-1%	-3%	28%	u	2%	u	2	42%[activator]	5%
CCCCCCCCOC(=O)c1c(CSC(=N)N)n(C)c2cc(Br)c(OC(C)=O)cc12	-34%	-3%	26%	x	u	u	-3	8%	u
CC(=O)c1ccc(NC(=O)Cn2cnc(S(=O)(=O)N3CCCCC3)c2)cc1	-4%	-2%	28%[56.9 µM]	x	-5%	0%	5	-14%	41%[activator]
COC(=O)CC[C@@H](C(=O)O)N1C(=O)c2ccccc2C1=O	-5%	-4%	8%	4%	-5%	-7%	2	-6%	18%
O=C(CC(=O)c1ccccc1)CS(=O)(=O)c1ccccc1	x	24%	-7%	x	-31%	u	-2	4%	10%[57 µM]
CCNC(=S)NCCN1CCOCC1	5%	-2%	-11%	32%[59 µM]	-4%	-16%	0	-2%	32%
CCc1ccc(C2=C(C)C(N3CCC(C(=O)NCc4ccc(C)o4)CC3)=NS2(=O)=O)cc1	-5%	-11%	-17%	16%[59 µM]	-13%	u	0	0%	-6%
Cc1cc2nnc(SCc3ccc4c(c3)OCO4)n2c2ccccc12	x	-5%	-14%	x	-20%	55%[activator]	3	21%	-4%
COCCCNC(=O)C1CCN(S(=O)(=O)N(CC(C)C)CC(C)C)CC1	-1%	-4%	27%	6%[12.7 µM]	-9%	5%	5	0%	3%
CCN1C(=O)C(CC(=O)Nc2ccc(OC)cc2)N(CCCN2CCN(c3ccc(OC)cc3)CC2)C1=S (configuration not stated)	32µM*	-4%	1%	u	50µM*	-30%	1	11%	-10%
C/C(=N\NC(=O)c1ccco1)c1ccc(-c2ccccc2)cc1	-1%	25%	1%	u	-6%	-24%	-1	-13%	33%
CC(=O)Cc1nsc(NC(=O)c2ccc(-c3cccc(Cl)c3)o2)n1	-29%	0%	-26%	4%	-2%	1%	2	-2%	55%[activator]
CC(C)C(=O)Nc1nc(-c2ccc(S(=O)(=O)N3CCOCC3)cc2)cs1	-7%	8%	16%	24%	-3%	4%	0	6%	29%
CCN(Cc1cnn(C)c1)Cc1nc(C(c2ccccc2)c2ccccc2)no1	u	14%	8%	-24%[59 µM]	-22%	6%	8	-1%	12%

3 compounds from above, ordered by SMILES length, lowest first.
SMILES	BAZ2B inh	ERG-DNA inh	RGS4 inhibitor	G9a inh	JMJD2A Tudor inh	12-LOX inh	PI4K2A inh	GLS inhibitor	HP1b binding inh
Cc1cc2nnc(SCc3ccc4c(c3)OCO4)n2c2ccccc12	x	-5%	-14%	x	-20%	55%[activator]	3	21%	-4%
CCN(Cc1cnn(C)c1)Cc1nc(C(c2ccccc2)c2ccccc2)no1	u	14%	8%	-24%[59 µM]	-22%	6%	8	-1%	12%
CCN1C(=O)C(CC(=O)Nc2ccc(OC)cc2)N(CCCN2CCN(c3ccc(OC)cc3)CC2)C1=S (configuration not stated)	32µM*	-4%	1%	u	50µM*	-30%	1	11%	-10%

Compound activity deposited in PubChem by National Center for Advancing Translational Sciences (NCATS).

The list is partial; the hit share may differ from the screen's.
